Screens deposited in PubChem BioAssay by NCI.
cln2 rad14 = NCI yeast anticancer drug screen, S. cerevisiae cln2 rad14 strain. % growth inhibition at 50 µM. 78,000 compounds, 8.3% hits;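 note: 0% = growth of vehicle-only cultures of the same strain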
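Compounds are applied to the cln2 rad14 yeast strain, and growth is then compared with that of vehicle-treated cultures to give inhibition.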
yeast mlh1 rad18 = NCI yeast anticancer drug screen, S. cerevisiae mlh1 rad18 strain | growth inhibition, % at 50 µM | 79,000 compounds, 11% hits;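 note: 0% = growth of vehicle-only cultures of the same strain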
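Steps: expose repair-defective yeast to compound; measure growth; express inhibition against vehicle-treated controls.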
bub3 = NCI yeast anticancer drug screen, S. cerevisiae bub3 mutant strain | % growth inhibition at 50 µM | 78,000 compounds, 9.9% hits | AID 167;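 note: 0% = growth of vehicle-only cultures of the same strain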
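Whole-cell yeast assay. The mutant strain was incubated with compounds, and growth inhibition was determined by comparison with vehicle-treated cells.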
sgs1 mgt1 = NCI yeast anticancer drug screen, S. cerevisiae sgs1 mgt1 strain; % growth inhibition at 50 µM; 78,000 compounds, 10% hits;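 note: 0% = growth of vehicle-only cultures of the same strain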
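This yeast growth screen uses a strain with defined DNA-repair lesions; compound-treated growth is compared with vehicle-treated growth.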
rad50 = NCI yeast anticancer drug screen, S. cerevisiae rad50 strain; growth inhibition, % at 50 µM; 79,000 compounds, 10% hits; AID 155;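 note: 0% = growth of vehicle-only cultures of the same strain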
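Readout: growth inhibition relative to vehicle-treated cultures. Compound exposure was carried out in a genetically defined yeast strain deficient in DNA damage repair.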
mec2-1 = NCI yeast anticancer drug screen, S. cerevisiae mec2-1 strain; 79,000 compounds, 9% hits; AID 157; % growth inhibition at 50 µM;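 note: 0% = growth of vehicle-only cultures of the same strain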
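Mutant yeast (mec2-1) grown with compound; growth inhibition relative to vehicle control reported.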
Starred values were filed as active, the others as inactive; & = joins results of further samples. Cut-off read from the data, not from the text of the source: active = growth inhibition above about 70%; inactive = the rest. Not a hit list; any-hit rate near 15%.

O=C(c1cccc(Cl)c1)c1cccc2ccccc12 was read as cln2 rad14 -37, yeast mlh1 rad18 -10, bub3 42, sgs1 mgt1 20, rad50 -2 and mec2-1 6.
`CCCNC1(C#N)CCN(Cc2ccccc2)CC1` gave cln2 rad14 1, yeast mlh1 rad18 -15, bub3 -15, sgs1 mgt1 -27, rad50 -23 and mec2-1 -25.
Screening CC1OC(OC2CC(O)(C(=O)CO)Cc3c(O)c4c(c(O)c32)C(=O)c2ccccc2C4=O)CC(N)C1O (stereo not given) returned cln2 rad14 87*, bub3 89*, sgs1 mgt1 89*, rad50 88* and mec2-1 91*.
`CCCCOC(=O)c1ccc(OC(=O)Nc2ccccc2)cc1` gave cln2 rad14 8, yeast mlh1 rad18 4, bub3 18, sgs1 mgt1 11, rad50 11 and mec2-1 6.
Screening COC1C(=O)OC(=O)C1OC (stereo not given) returned cln2 rad14 -25, yeast mlh1 rad18 15, bub3 -9, sgs1 mgt1 -1, rad50 -73 and mec2-1 -15.
`COC(=O)C1(C)CCCC2(C)c3cc(OC)ccc3C(=O)CC12` (stereo not given) gave cln2 rad14 6, yeast mlh1 rad18 22, bub3 20, sgs1 mgt1 28, rad50 24 and mec2-1 13.
CCCCC(=O)N/N=C(\C)[C@]1(O)Cc2c(O)c3c(c(O)c2[C@@H](OC2CC(N)C(O)C(C)O2)C1)C(=O)c1c(OC)cccc1C3=O (stereo not given in full) was read as cln2 rad14 97*, yeast mlh1 rad18 98*, bub3 98*, sgs1 mgt1 52, rad50 99* and mec2-1 99*.
Screening O=[N+]([O-])c1ccc(/C(=C\c2ccc(-c3ccccc3)o2)S(=O)(=O)c2ccccc2)o1 returned cln2 rad14 24, yeast mlh1 rad18 2, bub3 -1, sgs1 mgt1 -5, rad50 26 and mec2-1 -18.
`[Cl][Cu][Cl].c1ccc2c(c1)Sc1ccccc1[N+]2=c1ccc2nc3ccccc3sc-2c1` gave cln2 rad14 3, yeast mlh1 rad18 35, bub3 30, sgs1 mgt1 30, rad50 26 and mec2-1 46.
`CC(Oc1ccc2ccccc2c1I)C(=O)O` (stereo not given) gave cln2 rad14 19, yeast mlh1 rad18 37, bub3 57, sgs1 mgt1 38, rad50 28 and mec2-1 13.
Screening CC(=O)OCC1OC(CCC#N)C(OC(C)=O)C(OC(C)=O)C1OC(C)=O (stereo not given) returned cln2 rad14 -1&-12, yeast mlh1 rad18 11&14, bub3 -4&9, sgs1 mgt1 2&17, rad50 2&11 and mec2-1 14&16.
For OCC(O)C(OC1OC(CO)C(O)C(O)C1O)C(O)C(/C=N/Nc1ccc(Br)cc1)=N/Nc1ccc(Br)cc1 (stereo not given) the results were cln2 rad14 99*, yeast mlh1 rad18 98*, bub3 98*, sgs1 mgt1 98*, rad50 99* and mec2-1 99*.
CN(C)CC(Oc1ccccc1)C(=O)c1ccccc1 (stereo not given) was read as cln2 rad14 -26, yeast mlh1 rad18 -5, bub3 -17, sgs1 mgt1 30, rad50 -3 and mec2-1 -10.
Screening Nc1ccc(C(=O)N/C(=C\C=C\c2ccco2)c2nc3c4c(ccc3[nH]2)C(=O)c2ccccc2C4=O)cc1 returned cln2 rad14 45, yeast mlh1 rad18 90*, bub3 32, sgs1 mgt1 75*, rad50 91* and mec2-1 62.
NC(=S)NNCCC(=O)Nc1ccccc1C(F)(F)F was read as cln2 rad14 6, yeast mlh1 rad18 3, bub3 66, sgs1 mgt1 -2, rad50 -10 and mec2-1 12.

Entries shown so far containing four or more nitrogen atoms, in the order listed:
For OCC(O)C(OC1OC(CO)C(O)C(O)C1O)C(O)C(/C=N/Nc1ccc(Br)cc1)=N/Nc1ccc(Br)cc1 (stereo not given) the results were cln2 rad14 99*, yeast mlh1 rad18 98*, bub3 98*, sgs1 mgt1 98*, rad50 99* and mec2-1 99*.
Screening Nc1ccc(C(=O)N/C(=C\C=C\c2ccco2)c2nc3c4c(ccc3[nH]2)C(=O)c2ccccc2C4=O)cc1 returned cln2 rad14 45, yeast mlh1 rad18 90*, bub3 32, sgs1 mgt1 75*, rad50 91* and mec2-1 62.
NC(=S)NNCCC(=O)Nc1ccccc1C(F)(F)F was read as cln2 rad14 6, yeast mlh1 rad18 3, bub3 66, sgs1 mgt1 -2, rad50 -10 and mec2-1 12.

Continued:
For O=C(O)c1ccccc1/C=C1\Cc2cc3c(cc2C1=O)CCC3 the results were cln2 rad14 -28, yeast mlh1 rad18 -29, bub3 -5, sgs1 mgt1 -13, rad50 -39 and mec2-1 -24.
O=C(O)C#Cc1ccc(Cl)cc1 was read as cln2 rad14 -9, yeast mlh1 rad18 -14, bub3 -24, sgs1 mgt1 -18, rad50 -20 and mec2-1 -24.
`O=C(Nc1ccc(Cl)cc1)Nc1nnc2nc(C(C(=O)c3cccs3)c3nc4nnc(NC(=O)Nc5ccc(Cl)cc5)n4[nH]c3=O)c(=O)[nH]n12` gave cln2 rad14 16, yeast mlh1 rad18 -14, bub3 0, sgs1 mgt1 0, rad50 2 and mec2-1 12.
Screening COc1cc(C)cc(C(=O)C2=NNCC2c2ccccc2)c1O (stereo not given) returned cln2 rad14 11, yeast mlh1 rad18 16, bub3 17, sgs1 mgt1 27, rad50 23 and mec2-1 19.
For C=C1C(=O)O[C@H]2C/C(C)=C/CC/C(C)=C/CC[C@@]3(C)OC(C)(C)O[C@H]3C[C@@H]12 the results were cln2 rad14 25, yeast mlh1 rad18 4, bub3 5, sgs1 mgt1 4, rad50 -14 and mec2-1 -7.
CC12OC(=O)CC1C(c1ccccc1)(c1ccccc1)O2 (stereo not given) was read as cln2 rad14 -50, yeast mlh1 rad18 -2, bub3 3, sgs1 mgt1 4, rad50 -7 and mec2-1 -8.
For COC12C=CC(CC1)C(C)(C)C2O (stereo not given) the results were cln2 rad14 -14&-11, yeast mlh1 rad18 2&4, bub3 15&8, sgs1 mgt1 -2&-2, rad50 0&8 and mec2-1 -8&-1.
`Nc1cc(N)cc([N+](=O)[O-])c1` gave cln2 rad14 -14, yeast mlh1 rad18 15, bub3 9, sgs1 mgt1 -8, rad50 -10 and mec2-1 -16.
CC1(c2ccc(C(O)c3ccccc3)s2)OCCO1 (stereo not given) was read as cln2 rad14 13, yeast mlh1 rad18 16, bub3 11, sgs1 mgt1 11, rad50 2 and mec2-1 7.
For O=C(CCl)Nc1cc(Cl)c(Cl)cc1Cl the results were cln2 rad14 3, yeast mlh1 rad18 37, bub3 65, sgs1 mgt1 58, rad50 32 and mec2-1 22.
Screening C=CCNC(=O)CN(CC(=O)O)C1CCCCC1N(CC(=O)O)CC(=O)O (stereo not given) returned cln2 rad14 27, yeast mlh1 rad18 40, bub3 52, sgs1 mgt1 52, rad50 42 and mec2-1 52.
For CC(C)(C)C(=CS(=O)/N=C/c1ccccc1)C(C)(C)C (stereo not given) the results were cln2 rad14 -7, yeast mlh1 rad18 -10, bub3 -37, sgs1 mgt1 -29, rad50 -27 and mec2-1 -33.
For C/C=C\CCCCCCCCCCCCCCCC the results were cln2 rad14 13, yeast mlh1 rad18 17, bub3 -7, sgs1 mgt1 -1, rad50 -1 and mec2-1 -12.
For Clc1ccc2c(c1)/C(=C/c1ccccc1Cl)c1cc(Cl)cc(Cl)c1-2 the results were cln2 rad14 3, yeast mlh1 rad18 -6, bub3 9, sgs1 mgt1 -14, rad50 40 and mec2-1 -8.
Screening CC(C)CCC(C)c1ccncc1 (stereo not given) returned cln2 rad14 -6, yeast mlh1 rad18 0, bub3 3, sgs1 mgt1 -7, rad50 12 and mec2-1 0.

The list goes on, overlapping the part above by 7 compounds.
CC1(c2ccc(C(O)c3ccccc3)s2)OCCO1 (stereo not given) was read as cln2 rad14 13, yeast mlh1 rad18 16, bub3 11, sgs1 mgt1 11, rad50 2 and mec2-1 7.
For O=C(CCl)Nc1cc(Cl)c(Cl)cc1Cl the results were cln2 rad14 3, yeast mlh1 rad18 37, bub3 65, sgs1 mgt1 58, rad50 32 and mec2-1 22.
Screening C=CCNC(=O)CN(CC(=O)O)C1CCCCC1N(CC(=O)O)CC(=O)O (stereo not given) returned cln2 rad14 27, yeast mlh1 rad18 40, bub3 52, sgs1 mgt1 52, rad50 42 and mec2-1 52.
For CC(C)(C)C(=CS(=O)/N=C/c1ccccc1)C(C)(C)C (stereo not given) the results were cln2 rad14 -7, yeast mlh1 rad18 -10, bub3 -37, sgs1 mgt1 -29, rad50 -27 and mec2-1 -33.
For C/C=C\CCCCCCCCCCCCCCCC the results were cln2 rad14 13, yeast mlh1 rad18 17, bub3 -7, sgs1 mgt1 -1, rad50 -1 and mec2-1 -12.
For Clc1ccc2c(c1)/C(=C/c1ccccc1Cl)c1cc(Cl)cc(Cl)c1-2 the results were cln2 rad14 3, yeast mlh1 rad18 -6, bub3 9, sgs1 mgt1 -14, rad50 40 and mec2-1 -8.
Screening CC(C)CCC(C)c1ccncc1 (stereo not given) returned cln2 rad14 -6, yeast mlh1 rad18 0, bub3 3, sgs1 mgt1 -7, rad50 12 and mec2-1 0.
For Nc1ccccc1C(=O)N/N=C\c1cccc([N+](=O)[O-])c1 the results were cln2 rad14 -17, yeast mlh1 rad18 -10, bub3 6, sgs1 mgt1 -14, rad50 -2 and mec2-1 22.
For O=[N+]([O-])c1ccc(P(=O)(Nc2ccc(Cl)cc2)Nc2ccc(Cl)cc2)cc1 the results were cln2 rad14 92*, yeast mlh1 rad18 97*, bub3 95*, sgs1 mgt1 95*, rad50 96* and mec2-1 97*.
Screening Cc1[nH]c2ccccc2c1C1=CC2(C)Nc3ccccc3C2C(C)(C)C1 (stereo not given) returned cln2 rad14 93*, yeast mlh1 rad18 95*, bub3 95*, sgs1 mgt1 92*, rad50 90* and mec2-1 94*.
For Cc1c2ccccc2c(C)c2c1ccc1ccccc12 the results were cln2 rad14 83*, yeast mlh1 rad18 98*, bub3 94*, sgs1 mgt1 98*, rad50 97* and mec2-1 98*.
For CCOP(=O)(Cc1ccc(CP(=O)(OCC)OCC)n1C)OCC the results were cln2 rad14 17, yeast mlh1 rad18 15, bub3 -5, sgs1 mgt1 -14, rad50 -6 and mec2-1 -8.
Screening CCN(CC)CC(O)c1cccc2cccnc12 (stereo not given) returned cln2 rad14 9, yeast mlh1 rad18 30, bub3 5, sgs1 mgt1 17, rad50 68 and mec2-1 -11.
Screening COc1cc(C)c(O)c(C(=O)O)c1 returned cln2 rad14 0, yeast mlh1 rad18 -4, bub3 -1, sgs1 mgt1 2, rad50 -4 and mec2-1 -8.
`OCCN(CCO)c1ncnc2c1sc(=S)n2-c1ccccc1` gave cln2 rad14 8, yeast mlh1 rad18 8, bub3 -6, sgs1 mgt1 1, rad50 0 and mec2-1 -32.
CCN(CC)C(=O)c1cccnc1 was read as cln2 rad14 14, yeast mlh1 rad18 19, bub3 -20, sgs1 mgt1 -33, rad50 1 and mec2-1 -47.
O=C1OC(Oc2ccccc2OC2OC(=O)c3ccccc32)c2ccccc21 (stereo not given) was read as cln2 rad14 6, yeast mlh1 rad18 10, bub3 -5, sgs1 mgt1 0, rad50 -7 and mec2-1 4.
`FCCCCSc1ncnc2nc[nH]c12` gave cln2 rad14 -33, yeast mlh1 rad18 -17, bub3 -12, sgs1 mgt1 -25, rad50 -25 and mec2-1 -15.
For NC(=O)C(=CN1C(=O)/C(=C/c2ccccc2O)SC1=S)C(N)=O the results were cln2 rad14 28, yeast mlh1 rad18 -24, bub3 -5, sgs1 mgt1 11, rad50 -22 and mec2-1 3.
CCN(CC)CC(C)(C)C(=O)/C=C/c1ccc(OC)cc1 was read as cln2 rad14 -6, yeast mlh1 rad18 -7, bub3 0, sgs1 mgt1 7, rad50 -4 and mec2-1 -8.
For CCCCCCCN1C(=O)c2ccccc2S1(=O)=O the results were cln2 rad14 43, yeast mlh1 rad18 85*, bub3 93*, sgs1 mgt1 86*, rad50 95* and mec2-1 87*.
For OCCNc1cccc2ccccc12 the results were cln2 rad14 19, yeast mlh1 rad18 37, bub3 9, sgs1 mgt1 35, rad50 32 and mec2-1 -4.
Screening [CH2+][B-]1(C)n2ccc[n+]2[B-](C)(C)[n+]2cccn21 returned cln2 rad14 -2, yeast mlh1 rad18 -8, bub3 -6, sgs1 mgt1 -14, rad50 -11 and mec2-1 -22.
For CC(C)c1ccc(N2P(=O)(N(C)C)N(c3ccc(C(C)C)cc3)P2(=O)N(C)C)cc1 (stereo not given) the results were cln2 rad14 6, yeast mlh1 rad18 16, bub3 0, sgs1 mgt1 41, rad50 -4 and mec2-1 38.
For S=c1nc[nH]c2c1ncn2C1CCCC1 the results were cln2 rad14 -15, yeast mlh1 rad18 -3, bub3 0, sgs1 mgt1 -5, rad50 -2 and mec2-1 -5.
`COc1cc2c(c(OC)c1OC)-c1ccc(=O)c(N)cc1C(N)CC2` (stereo not given) gave cln2 rad14 3, yeast mlh1 rad18 28, bub3 13, sgs1 mgt1 2, rad50 -2 and mec2-1 -5.
